DAT uptake mod: changed hDAT dopamine uptake under cocaine IC80, either direction, primary screen, cocaine antagonist project, cell-based, LLC-PK1 hDAT, [14C]-dopamine uptake, MLSMR | AID 449768, 2010 | Sodium-dependent dopamine transporter (Homo sapiens), Q01959 | 110,000 tested, 1.3% active | LLC-PK1 hDAT cells, [14C]-dopamine uptake with cocaine IC80; actives deviate in either direction | B-score at 10 µM;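 active = Z score or B-score, a plate-position-corrected score, falls beyond the plate's 99.7% confidence bounds, in either direction; inactive = both scores lie inside the 99.7% bounds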;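 also: scored against the spread of the other compound wells on the same plate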
Target sequence (Q01959 whole entry, looked up): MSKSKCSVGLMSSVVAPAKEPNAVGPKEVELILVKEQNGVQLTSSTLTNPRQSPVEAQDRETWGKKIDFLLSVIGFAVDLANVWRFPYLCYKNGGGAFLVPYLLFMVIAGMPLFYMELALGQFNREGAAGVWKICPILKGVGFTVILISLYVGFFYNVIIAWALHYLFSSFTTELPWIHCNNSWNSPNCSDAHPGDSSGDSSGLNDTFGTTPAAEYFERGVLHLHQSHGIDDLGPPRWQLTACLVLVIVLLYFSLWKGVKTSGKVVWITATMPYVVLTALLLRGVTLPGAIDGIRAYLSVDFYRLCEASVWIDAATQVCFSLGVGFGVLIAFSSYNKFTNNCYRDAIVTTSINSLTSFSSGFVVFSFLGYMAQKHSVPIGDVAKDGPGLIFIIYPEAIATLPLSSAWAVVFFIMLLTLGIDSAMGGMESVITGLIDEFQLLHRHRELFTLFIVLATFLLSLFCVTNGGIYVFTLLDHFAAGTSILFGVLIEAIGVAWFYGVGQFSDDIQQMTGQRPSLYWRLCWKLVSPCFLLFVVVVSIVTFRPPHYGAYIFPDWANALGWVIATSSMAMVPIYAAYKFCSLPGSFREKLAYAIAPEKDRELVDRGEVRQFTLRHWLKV
S1P2 ag: S1P2 receptor agonists, primary screen, cell-based. activation, % at 4.5 µM. 97,000 tested, 0.46% active. S1P2-expressing cell line, agonist reporter read-out. Sphingosine 1-phosphate receptor 2 (Homo sapiens), O95136; in the data active = activation above about 16%;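 also: 0% = vehicle low control and 100% = maximal reference agonist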
Target sequence (O95136 whole entry, looked up): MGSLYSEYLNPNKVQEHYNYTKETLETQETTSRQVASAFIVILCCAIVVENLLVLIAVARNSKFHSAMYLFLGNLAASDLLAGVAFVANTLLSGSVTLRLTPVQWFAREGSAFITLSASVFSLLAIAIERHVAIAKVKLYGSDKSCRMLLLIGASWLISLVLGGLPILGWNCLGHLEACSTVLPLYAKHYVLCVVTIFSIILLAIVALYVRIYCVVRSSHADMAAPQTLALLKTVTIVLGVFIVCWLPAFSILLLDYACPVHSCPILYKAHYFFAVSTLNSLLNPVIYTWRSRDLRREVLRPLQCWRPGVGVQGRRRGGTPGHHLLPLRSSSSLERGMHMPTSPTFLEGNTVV
CYP2C19 act: human CYP2C19 activators, primary screen, biochemical, luminescence. 96,000 tested, under 10 active. Cytochrome P450 2C19 (Homo sapiens), P33261. AID 1025, 2008. activation factor at 5 µM. recombinant CYP2C19, luciferin-H EGE luminescence; active compounds read high; 0 = fully inhibited enzyme, 1 = untreated enzyme;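 active = activation factor of at least 2 at 5 µM in the primary screen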;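 also: 0 = wells with 2.5 mM tranylcypromine and 1 = vehicle-only wells; values of inactives mirror those of a sister screen read the other way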
PostGolgi yeast: phenotypic screen on post-Golgi transport, primary screen; inhibition, % at 10 µM; post-Golgi transport phenotypic cell assay; 98,000 tested, 0.9% active;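 also: yeast cells grown in 1536-well plates; yeast grown about 18 h at 30C before absorbance read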
S1P2 antag: human S1P2 receptor antagonists, primary screen, cell-based; inhibition, % at 5 µM; 97,000 tested, 0.21% active; cell-based S1P2 antagonist assay, inhibition at 5 uM; in the data active = inhibition above about 45%;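 also: CRE beta-lactamase reporter cells expressing human S1P2 stimulated with S1P; 0% = agonist at EC80 alone and 100% = agonist plus reference antagonist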
CYP2C19 inhib: blockers of cytochrome P450 2C19 activity – biochemical, luminescence, ADME assay, primary screen; 96,000 tested, 21% active; inhibition, % at 5 µM; AID 778, 2007; CYP2C19 Supersomes, luciferin-H EGE luminescence, 30 min; P33261;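 active = CYP2C19 inhibition above a set limit at 5 µM in the primary screen, cut at about 50% in these data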;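 also: plate controls were negative control wells for no effect and 2.5 mM tranylcypromine positive control for full effect; values of inactives mirror those of a sister screen read the other way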
sEH inh: soluble epoxide hydrolase inhibitors, primary screen, biochemical, human sEH; recombinant human sEH enzymatic activity assay; 91,000 tested, 0.34% active; Bifunctional epoxide hydrolase 2 (Homo sapiens), P34913; AID 707, 2007; inhibition, % at 2 µM; in the data active = inhibition above about 80%; also: values of inactives mirror those of a sister screen read the other way; many of its hits are not listed in these tables
sEH act: soluble epoxide hydrolase activators, primary screen, biochemical, human sEH. Bifunctional epoxide hydrolase 2 (Homo sapiens), P34913. AID 717, 2007. purified human sEH enzymatic activity, activator screen. 91,000 tested, 0.04% active. activation, % at 2 µM; in the data active = activation above about 37%; also: values of inactives mirror those of a sister screen read the other way
PostGolgi ctrl: growth inhibition of yeast control strain, primary screen, counter-screen for post-Golgi transport modulator project; efflux-deficient yeast background strain, growth absorbance A615, 16 h; inhibition, % at 10 µM; 98,000 tested, 5% active
* = called active by the depositor; / = no result given. Rule as the data show it, unless noted: active = inhibition above about 30%; inactive = the rest.

cpd | Compound | DAT uptake mod | S1P2 ag | CYP2C19 act | PostGolgi yeast | S1P2 antag | CYP2C19 inhib | sEH inh | sEH act | PostGolgi ctrl
1 | NS(=O)(=O)c1ccc(CCNC(=O)CNC(=O)C2CCCCC2)cc1 | -0.42 | -3 | 0.9 | 5 | 19 | 8 | / | / | 1
2 | Cc1ccc(C)c(CN2C(=O)C(C)Oc3ccc(C)cc32)c1 (centres undefined) | -0.043 | 1 | 0.6 | -5 | -29 | 43 | 5 | -7 | 15
3 | COc1cccc(C(=O)Oc2cc3c4c(c2)C(C)=CC(C)(C)N4C(=O)C3=O)c1 | 0.88 | -3 | 1.1 | 1 | 2 | -5 | -7 | 9 | 16
4 | COc1ccccc1Cc1noc(-c2cc(Cl)ccc2OC)n1 | -1.4 | -1 | 0.5 | -3 | 11 | 48 | -9 | 8 | 11
5 | CC(C)CC1(C(=O)O)NC(c2ccccc2O)C2C(=O)N(C(C)C)C(=O)C21 (centres undefined) | 0.59 | -2 | 1 | 2 | -103 | 1 | -5 | 7 | 0
6 | CC(=O)N(CCO)Cc1cc2cc(C)cc(C)c2[nH]c1=O | -1.1 | -7 | 1 | -15 | -9 | 1 | -11 | 9 | 12
7 | O=C1C(=O)c2c(C(=O)c3ccccc3)coc2-c2ccccc21 | 0.37 | -8 | 0.2 | 59* | 8 | 82* | 7 | -7 | 45*
8 | CC1CCCN(c2nc3c(c(=O)n(C)c(=O)n3C)n2CCSc2nc3ccccc3o2)C1 (centres undefined) | -1.2 | -5 | 0.6 | 3 | 6 | 36 | -9 | 8 | 10
9 | COc1cccc(-c2cc(C(F)(F)F)nc(-n3cncn3)n2)c1 | 3.3* | -3 | 1 | 6 | -21 | 4 | / | / | 12
10 | Clc1ccc(CSc2nccn2Cc2ccccc2)cc1 | 0.76 | -3 | 0.1 | 0 | 7 | 93* | -5 | 3 | -1
11 | CC(=O)N1CN(C2CCCC2)Cc2c1sc1c2CCCC1 | -0.48 | -9 | 0.7 | -5 | 12 | 29 | 23 | -20 | -9
12 | c1ccc2c(-c3ccncc3)c[nH]c2c1 | -1.5 | -3 | 0.1 | 0 | -4 | 85* | 3 | -4 | 6
13 | Cc1nn(-c2cccc(C(=O)O)c2)c(C)c1Oc1ccccc1O | -0.23 | -5 | 0.9 | -5 | 0 | 6 | / | / | -1
14 | O=C(c1ccco1)N1CCN(C(c2ccc(F)cc2)c2nnnn2Cc2cccs2)CC1 (centres undefined) | -0.0015 | -5 | 0.8 | 4 | -3 | 23 | 11 | -9 | 0
15 | CCC(=O)Nc1cc(C)c(NC(=O)c2ccccc2OC)cn1 | 1.4 | -5 | 0.8 | -9 | 15 | 16 | 2 | -5 | 6
16 | COc1ccc(OC)c(C(=O)CSc2nnnn2C)c1 | -0.19 | / | 0.7 | -5 | / | 28 | / | / | -6
17 | COC(=O)c1ccc(NC(=O)CSCC(=O)OCC(=O)c2ccc(Br)cc2)cc1 | 0.041 | -6 | 0.8 | 1 | -31 | 20 | -14 | 13 | 4
18 | Clc1ccc(NCc2nncn2-c2ccccc2)cc1 | -0.58 | -6 | 0 | 13 | 23 | 98* | 6 | -5 | -2
19 | O=C(CC1NC(=O)NC1=O)Nc1cccc2ccccc12 (centres undefined) | -0.44 | 1 | 1 | 0 | -13 | 3 | 1 | 2 | -2
20 | CC1C(C#N)=C(N)OC2=C1C(=O)CCC2 (centres undefined) | -0.045 | -1 | 1 | 8 | 13 | 5 | -4 | 3 | -7
21 | O=C(CSc1nnc(-c2ccc(Br)cc2)n1C1CCCCC1)N1CCCC1 | -0.085 | -2 | / | 11 | 13 | / | 0 | 1 | 9
22 | COCCCNC(=O)c1ccc2c(c1)OCO2 | -0.83 | -7 | 1 | -5 | 19 | 0 | -7 | 4 | -8
23 | Cc1ccc(NC(=O)CCC(=O)c2ccc(F)cc2)cc1Cl | -0.093 | -4 | 1 | -5 | 12 | 3 | 3 | -3 | 17
24 | CN(C=O)CP(=O)(O)CCN1CCCC1=O | / | -5 | / | / | 7 | / | 7 | -7 | /
25 | O=C(COc1ccc2ccccc2c1Br)N1CCOCC1 | -0.02 | -5 | / | 0 | 7 | / | -6 | 4 | 7
26 | CCC(c1nnc(SCC(=O)NC23CC4CC(CC(C4)C2)C3)o1)N(C)C (centres undefined) | -0.84 | -2 | 0.9 | -10 | -9 | 8 | -9 | 8 | 2
27 | Cc1cc(OCC(=O)NCCN2CCOCC2)cc(C)c1Br | 0.026 | -2 | 0 | 2 | 2 | 99* | 13 | -11 | 18
28 | CSc1nc(=O)n(-c2ccccc2)c(C)c1C(C)=O | 0.62 | -3 | 1 | 10 | -8 | -3 | 4 | -2 | 1
29 | Cc1cc(-c2ccccc2)c(C#N)c(N)n1 | 0.46 | -1 | 1.2 | 14 | -69 | -15 | -2 | 3 | 2
30 | N#Cc1cc(-c2ccc(Cl)cc2)cnc1Sc1ccccc1 | 0.76 | -3 | / | 14 | 18 | / | / | / | 15
31 | CC(C)(C)OC(=O)N[C@@H](Cc1ccccc1)c1nnc(SCC(=O)c2ccc(Cl)cc2)o1 | -0.042 | -8 | 0.4 | -1 | 11 | 61* | 6 | -6 | 8
32 | O=C(c1cnc(-c2ccc(Cl)cc2)s1)c1ccc(Cl)cc1Cl | 0.54 | -6 | 0.8 | -4 | 19 | 20 | 2 | -3 | 11
33 | Cc1c(NC(=O)C2C3C=CC(C3)C2C(=O)O)c(=O)n(-c2ccccc2)n1C (centres undefined) | -0.34 | -1 | 0.9 | -10 | -3 | 5 | -5 | 3 | 6
34 | O=C(CN1CCN(C(=O)N2CCCCC2)CC1)Nc1ccc(F)cc1 | 0.0028 | -7 | 1 | 4 | 12 | 1 | -1 | 3 | 1
35 | CCCN1C(=O)/C(=C2\SC(N3CCCCC3)=NC2=O)c2ccccc21 | -0.64 | -5 | 0.6 | 3 | -26 | 41 | -8 | 9 | 39*
36 | CCN(Cc1cc2ccc(C)cc2[nH]c1=O)C(=O)c1cccnc1 | 0.45 | -2 | 1 | 17 | 0 | 2 | / | / | -4
37 | Cc1ccc([N+](=O)[O-])cc1NC1OC(CO)C(O)C1O (centres undefined) | -0.84 | -4 | 1.1 | 21 | 17 | -7 | -1 | 1 | 0
38 | O=c1c(Cc2ccccc2)c(O)nc2n1CCCS2 | 0.89 | -6 | 1.2 | 3 | 4 | -16 | 1 | 1 | -1
39 | NC(=O)C1C(c2ccccc2)=C1c1ccccc1 | -0.051 | -10 | 0.9 | 15 | 24 | 7 | 0 | 2 | 3
40 | O=C(COc1cccc2ccccc12)NNC(=O)Nc1ccccc1 | -0.21 | -6 | 0.5 | 1 | 15 | 53* | 13 | -16 | 2

An excerpt from above in order of number of heavy atoms, falling:
cpd | Compound | DAT uptake mod | S1P2 ag | CYP2C19 act | PostGolgi yeast | S1P2 antag | CYP2C19 inhib | sEH inh | sEH act | PostGolgi ctrl
8 | CC1CCCN(c2nc3c(c(=O)n(C)c(=O)n3C)n2CCSc2nc3ccccc3o2)C1 (centres undefined) | -1.2 | -5 | 0.6 | 3 | 6 | 36 | -9 | 8 | 10
21 | O=C(CSc1nnc(-c2ccc(Br)cc2)n1C1CCCCC1)N1CCCC1 | -0.085 | -2 | / | 11 | 13 | / | 0 | 1 | 9
35 | CCCN1C(=O)/C(=C2\SC(N3CCCCC3)=NC2=O)c2ccccc21 | -0.64 | -5 | 0.6 | 3 | -26 | 41 | -8 | 9 | 39*
36 | CCN(Cc1cc2ccc(C)cc2[nH]c1=O)C(=O)c1cccnc1 | 0.45 | -2 | 1 | 17 | 0 | 2 | / | / | -4
7 | O=C1C(=O)c2c(C(=O)c3ccccc3)coc2-c2ccccc21 | 0.37 | -8 | 0.2 | 59* | 8 | 82* | 7 | -7 | 45*
2 | Cc1ccc(C)c(CN2C(=O)C(C)Oc3ccc(C)cc32)c1 (centres undefined) | -0.043 | 1 | 0.6 | -5 | -29 | 43 | 5 | -7 | 15
19 | O=C(CC1NC(=O)NC1=O)Nc1cccc2ccccc12 (centres undefined) | -0.44 | 1 | 1 | 0 | -13 | 3 | 1 | 2 | -2
37 | Cc1ccc([N+](=O)[O-])cc1NC1OC(CO)C(O)C1O (centres undefined) | -0.84 | -4 | 1.1 | 21 | 17 | -7 | -1 | 1 | 0
12 | c1ccc2c(-c3ccncc3)c[nH]c2c1 | -1.5 | -3 | 0.1 | 0 | -4 | 85* | 3 | -4 | 6

(listing goes on)
cpd | Compound | DAT uptake mod | S1P2 ag | CYP2C19 act | PostGolgi yeast | S1P2 antag | CYP2C19 inhib | sEH inh | sEH act | PostGolgi ctrl
41 | CCOC(=O)c1ccc(Oc2nc(NC)nc(OC)n2)cc1 | -0.067 | -4 | 0.9 | 9 | -11 | 11 | 0 | 1 | 9
42 | CCOC(=O)CC(NS(=O)(=O)c1ccc(NC(C)=O)cc1)c1ccc(OCC)cc1 (centres undefined) | 0.9 | -5 | / | 5 | -26 | / | 1 | -2 | 16
43 | COC(=O)c1c(C)oc2ccc(N(C(=O)c3ccncc3)S(=O)(=O)c3ccccc3)cc12 | 0.85 | -1 | 0.1 | 0 | 8 | 91* | -16 | 16 | 16
44 | O=C(OCC(=O)N1CCN(C(=O)c2ccco2)CC1)c1cc(-c2cccc(Br)c2)nc2ccccc12 | 2 | 0 | 1.1 | 80* | -3 | -9 | 21 | -20 | 72*
45 | O=C(c1ccc(S(=O)(=O)N2CCCCC2)cc1)N1CCN(Cc2ccc3c(c2)OCO3)CC1 | 0.45 | -3 | 0.8 | -6 | -12 | 19 | / | / | 3
46 | COCCOC(=O)c1c(C)oc2ccc(OC(=O)COc3c(F)c(F)c(F)c(F)c3F)cc12 | 0.26 | -4 | 1 | 15 | -22 | -4 | 6 | -3 | 4
47 | CCOc1ccc(CCNS(=O)(=O)c2c(C)n[nH]c2C)cc1OCC | -1.1 | -1 | 0.9 | -9 | 4 | 8 | / | / | 6
48 | O=C(c1ccccc1)N1CCN(C(=O)N2CCCCC2)CC1 | -0.28 | / | 0.6 | -5 | / | 40 | / | / | 0
49 | CCOC(=O)CNC(=O)CSc1ncnc2c1cnn2-c1ccc(C)cc1 | -0.46 | -5 | 0.9 | 1 | 5 | 9 | -7 | 7 | 0
50 | CCCn1c(=O)c(-c2ccccc2)c(O)c2ccccc21 | -0.8 | -6 | 1.1 | -4 | 0 | -14 | 2 | -4 | 14
51 | Cc1ccc(S(=O)(=O)/N=C(/NC(=S)Nc2cccc(C)c2)c2ccccc2)cc1 | / | -3 | 0.8 | -4 | -3 | 20 | 2 | 1 | 2
52 | COc1ccc(C(C(=O)NC2CCCC2)N(Cc2ccccc2)C(=O)c2nsc(Cl)c2Cl)cc1 (centres undefined) | -0.23 | -3 | 0.4 | 13 | 2 | 61* | / | / | 1
53 | Nc1nnnn1/N=C/c1ccccc1OCc1ccc(Cl)cc1 | -0.61 | -2 | / | / | -28 | / | -12 | 15 | /
54 | Nc1c(C(=O)Nc2ccccc2)sc2nc3c(c(-c4ccco4)c12)CCCC3 | 0.73 | 10 | 0.9 | 0 | 16 | 14 | -2 | 1 | -1
55 | Cc1cc(NC(=O)COC(=O)C2CCN(S(=O)(=O)c3ccc(Cl)cc3)CC2)no1 | -0.074 | -4 | 0.8 | -3 | 19 | 16 | / | / | 5
56 | CCn1c2ccc(Cl)cc2c2nc3ccccc3nc21 | -0.011 | 43* | 1 | -7 | -39 | -1 | -14 | 14 | 28

Screens deposited in PubChem BioAssay by several laboratories.
